sEH act – soluble epoxide hydrolase activators, primary screen, biochemical, human sEH | Bifunctional epoxide hydrolase 2 (Homo sapiens), P34913 | purified human sEH enzymatic activity, activator screen | activation, % at 2 µM | 0.04% of 91,000 active | AID 717, 2007; in the data active = activation above about 37%; also: values of inactives mirror those of a sister screen read the other way
Target sequence (P34913 whole entry, looked up): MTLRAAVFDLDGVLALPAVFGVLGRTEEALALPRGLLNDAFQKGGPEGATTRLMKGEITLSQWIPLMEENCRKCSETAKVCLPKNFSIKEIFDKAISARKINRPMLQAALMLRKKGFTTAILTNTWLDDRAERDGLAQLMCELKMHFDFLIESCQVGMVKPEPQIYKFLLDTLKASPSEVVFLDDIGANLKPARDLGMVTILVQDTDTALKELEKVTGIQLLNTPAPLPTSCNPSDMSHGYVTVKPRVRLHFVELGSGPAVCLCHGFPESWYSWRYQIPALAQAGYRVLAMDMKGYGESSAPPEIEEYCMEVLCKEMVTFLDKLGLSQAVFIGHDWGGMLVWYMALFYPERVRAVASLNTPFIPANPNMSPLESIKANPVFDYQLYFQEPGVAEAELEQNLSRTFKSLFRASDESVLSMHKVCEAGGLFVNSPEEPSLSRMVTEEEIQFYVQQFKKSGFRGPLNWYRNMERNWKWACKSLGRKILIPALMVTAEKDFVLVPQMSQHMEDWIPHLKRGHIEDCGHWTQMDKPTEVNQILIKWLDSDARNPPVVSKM
Fibroblast inh – antiproliferative effect on LL 47 fibroblasts – human, LL 47 cells, CellTiter-Glo luminescence, primary screen. LL 47 human lung fibroblast viability, ATP luminescence; active compounds read low. AID 719, 2007. 1.1% of 85,000 active. viability, % at 10 µM;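 active = viability at or below 50% in the single dose screen; inactive = viability above 50%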;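 also: compound exposure lasted 72 h before the ATP readout; 100% = median luminescence of untreated cell-only wells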
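Signal: luminescent ATP detection, CellTiter-Glo; assay system: LL 47 human lung fibroblasts; input: 1,150 cells/well; incubation: overnight cell rest, 72 h compound treatment at 37 °C; measure: % viability versus median cells-only luminescence; medium: IMEM growth medium with 15% fetal bovine serum; dosing: compound addition at 0.1% DMSO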
S1P2 blocker – human S1P2 receptor antagonists, primary screen, cell-based | AID 736, 2007 | Sphingosine 1-phosphate receptor 2 (Homo sapiens), O95136 | inhibition, % at 5 µM | 0.21% of 97,000 active | cell-based S1P2 antagonist assay, inhibition at 5 uM; in the data active = inhibition above about 45%;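 also: CRE beta-lactamase reporter cells expressing human S1P2 stimulated with S1P; 0% = agonist at EC80 alone and 100% = agonist plus reference antagonist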
Target sequence (O95136 whole entry, looked up): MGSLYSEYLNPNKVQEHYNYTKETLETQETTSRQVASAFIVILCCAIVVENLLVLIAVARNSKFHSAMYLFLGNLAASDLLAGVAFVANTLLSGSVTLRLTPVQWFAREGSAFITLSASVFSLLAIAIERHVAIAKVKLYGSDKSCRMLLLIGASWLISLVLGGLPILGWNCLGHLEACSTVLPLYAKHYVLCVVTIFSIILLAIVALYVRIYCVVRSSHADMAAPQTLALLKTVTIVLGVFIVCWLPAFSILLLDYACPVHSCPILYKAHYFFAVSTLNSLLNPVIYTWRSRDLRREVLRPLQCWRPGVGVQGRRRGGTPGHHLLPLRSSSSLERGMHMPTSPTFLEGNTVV
PTPN22 act – LYP phosphatase activators, primary screen, biochemical, DiFMUP fluorescence, 2 µM; Tyrosine-protein phosphatase non-receptor type 22 (Homo sapiens), Q9Y2R2; recombinant LYP; 0 = plate median, 100 = signal doubled; activation, % at 2 µM; 0.11% of 96,000 active; AID 697, 2007;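 active = activation at 2 µM above a set limit, the mean plus 5 SD, cut at about 37% in these data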
HUVEC inhibit – inhibitors of HUVEC proliferation, primary screen, cell-based, 384-well; 1.1% of 86,000 active; CellTiter-Glo luminescence, 72 h; active compounds read low; viability, % at 10 µM (by protocol);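 active = viability at or below 30%; inactive = viability above 30%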;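 also: 100% = median luminescence of DMSO-only cell control wells on each plate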
PostGolgi ctrl – growth inhibition of yeast control strain, primary screen, counter-screen for post-Golgi transport modulator project | efflux-deficient yeast background strain, growth absorbance A615, 16 h | inhibition, % at 10 µM | 5% of 98,000 active; in the data active = inhibition above about 30%
H69AR growth 86K – proliferation blockers of H69AR lung cancer cells, primary screen, cell-based, human, 86K library; H69AR lung tumor viability, ATP luminescence, 72 h; active compounds read low; viability, % at 10 µM; 6% of 85,000 active;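 active = viability at or below 40%; inactive = viability above 40%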;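 also: multidrug resistant small cell line overexpressing MRP-1 efflux transporter; 100% = mean luminescence of untreated control wells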
sEH inh – soluble epoxide hydrolase inhibitors, primary screen, biochemical, human sEH; inhibition, % at 2 µM; 0.34% of 91,000 active; Bifunctional epoxide hydrolase 2 (Homo sapiens), P34913; recombinant human sEH enzymatic activity assay; AID 707, 2007; in the data active = inhibition above about 80%; also: values of inactives mirror those of a sister screen read the other way; many of its hits are not listed in these tables
S1P2 ag – S1P2 receptor agonists, primary screen, cell-based; S1P2-expressing cell line, agonist reporter read-out; activation, % at 4.5 µM; 0.46% of 97,000 active; in the data active = activation above about 16%;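 also: 0% = vehicle low control and 100% = maximal reference agonist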
* = called active by the depositor; . = not tested or not shown.

Fields – Fibroblast inh	S1P2 ag	sEH act	sEH inh	PostGolgi ctrl	S1P2 blocker	PTPN22 act	HUVEC inhibit	H69AR growth 86K
CCOC(=O)Cc1cc(OC)c(OC)cc1Cc1cc(OC)c(OC)cc1CC(=O)OCC
 : .	-3	-4	6	13	-12	14	.	.
Cc1cc(NC(=O)c2ccco2)ccc1NC(=O)Cc1cccs1
 : 101	-3	-5	10	.	4	12	100	93
CN1C(=O)N(C)C2C1NC(=O)N2C (configuration not stated)
 : 93	-4	8	-10	0	6	-4	90	91
Cc1cc(NC(=O)CN2CCN(S(=O)(=O)c3ccc(Cl)cc3)CC2)no1
 : .	2	-8	8	-14	-9	7	.	.
CC(C)C(=O)Nc1ccc(N2CCN(S(C)(=O)=O)CC2)cc1
 : 95	-2	-6	6	-9	7	4	89	102
Cc1nnc(SC2CC(=O)N(c3ccccc3)C2=O)s1 (configuration not stated)
 : 88	-6	-10	14	.	-4	2	83	94
Cc1cc2ccccc2c(=O)n1CC(=O)NCC(=O)N1CCN(c2ccccc2)CC1
 : 94	-6	-10	9	7	4	-10	95	106
Cc1ccc2[nH]c3c(=O)n(Cc4ccccn4)cnc3c2c1
 : 89	-6	3	1	6	-1	-1	90	93
COCCNC(=O)C(C)Oc1ccc(Cl)cc1Cl (configuration not stated)
 : .	-6	-8	12	6	4	-1	.	.
O=C(COc1ncnc2ccc(Br)cc12)N1CCOCC1
 : 99	-8	2	0	1	19	0	92	68

Later entries.
Fields – Fibroblast inh	S1P2 ag	sEH act	sEH inh	PostGolgi ctrl	S1P2 blocker	PTPN22 act	HUVEC inhibit	H69AR growth 86K
CC(C)OCCCNC(=O)C(C)Oc1ccccc1 (configuration not stated)
 : 97	1	5	-7	12	13	5	98	80
Cc1ccc(-n2c(N)c(C#N)c(-c3ccccc3)c(C#N)c2=O)cc1
 : .	0	11	-11	8	10	5	.	.
COc1ccccc1NC(=O)CSc1nc2ccccc2n1C(C)=O
 : 118	-5	-46	46	1	-1	-1	124	93
O=C(c1ccc(N2CCN(C3CC(=O)N(c4ccc(F)cc4)C3=O)CC2)cc1)c1cccnc1 (configuration not stated)
 : 98	-3	6	-7	-11	-28	8	92	98
COc1ccc(CNC(C)C2COc3ccccc3O2)c(OC)c1 (configuration not stated)
 : 91	-6	.	.	2	13	-3	100	81
COc1ccc(-c2csc(NC(=O)CSc3nc(C)cs3)n2)cc1
 : 91	-2	0	2	.	-16	-17	81	61
Clc1ccc(COc2ccccn2)c(Cl)c1
 : 96	-3	12	-10	9	-4	-3	102	101
COc1ccc(/C=N\NS(=O)(=O)c2ccc(C)cc2)cc1COc1ccccc1[N+](=O)[O-]
 : 101	2	10	-6	.	-10	-10	81	65
Cc1ccc(C)c(N2C(=O)CN=C2Nc2ccccc2Cl)c1
 : 96	1	9	-7	13	-4	2	101	73
CCOCC(=O)Nc1ccc(F)c(F)c1
 : 97	-5	2	-1	-17	10	2	87	88

The listing continues:
Fields – Fibroblast inh	S1P2 ag	sEH act	sEH inh	PostGolgi ctrl	S1P2 blocker	PTPN22 act	HUVEC inhibit	H69AR growth 86K
COCCCNS(=O)(=O)c1ccc(Oc2ncc(C(F)(F)F)cc2Cl)cc1
 : .	-4	3	0	5	10	8	.	.
COc1ccc(CSc2nnnn2C)cc1F
 : 99	-3	11	-10	-8	16	-6	102	101
Cc1ccc(-c2ccc(/C=C3\C(=O)ON=C3c3ccccc3)o2)c([N+](=O)[O-])c1
 : .	-5	-1	-1	14	26	-3	.	.
CCOc1ccc(N(CC(=O)O)S(=O)(=O)c2ccc(F)cc2)cc1
 : 96	0	-4	6	11	18	-3	93	104
Cc1n[nH]c(C)c1S(=O)(=O)N1CCN(C2CCCCC2)CC1
 : 108	-2	-4	6	7	-3	14	103	99
CCN(CC)c1cc2nc(C)n(Cc3ccccc3)c(=O)c2cc1NC(=O)C1CC1
 : 94	-3	5	-2	.	-28	-3	86	80
CN(C(=O)c1cccc(C#N)c1)c1nnc(-c2cnccn2)s1
 : 101	-2	6	-6	-4	15	-2	87	95
O=C1CCCC2=C1C(O)(C(F)(F)F)C(=O)N2Cc1ccccc1 (configuration not stated)
 : .	-5	-1	3	-2	15	1	.	.
Cc1ccc(CN2CCN(/N=C/c3cc([N+](=O)[O-])ccc3Cl)CC2)cc1
 : 106	-6	4	-7	3	9	5	120	94
Cc1ccc(Cn2nnc3c(=O)[nH]c(C4CCCN(S(=O)(=O)c5ccccc5)C4)nc32)cc1 (configuration not stated)
 : 97	-3	-46	43	-3	-8	-21	79	152

Other records follow:
Fields – Fibroblast inh	S1P2 ag	sEH act	sEH inh	PostGolgi ctrl	S1P2 blocker	PTPN22 act	HUVEC inhibit	H69AR growth 86K
CCOc1c2ccc(C(=O)N[C@H](C)C3CCCCC3)cc2nn1CCOC
 : .	-2	8	-11	9	-3	7	.	.
CCCCN(CCCNC(=O)C1CCN(S(=O)(=O)N2CCOCC2)CC1)Cc1ccccc1
 : 100	-5	-9	8	-5	2	11	96	99
Cc1noc(C)c1C(=O)Nc1ccc(F)c(F)c1
 : 102	-5	14	-16	0	-4	-3	96	92
Cc1nn(C)c(Oc2ccc(Cl)cc2)c1C(=O)Nc1ccc(F)cc1F
 : .	-2	-6	8	3	-18	-15	.	.
CC(CN1CCCCC1)OC(=O)Cc1ccc(Cl)cc1 (configuration not stated)
 : 91	-5	-3	2	23	14	3	98	.
Cc1csc(=NC(=O)c2ccccc2)n1CCO
 : .	-1	7	-6	8	6	-8	.	.
CC(C)c1ccc(C2C3CSCC=C3C(C#N)=C(N)C2(C#N)C#N)cc1 (configuration not stated)
 : 86	-3	-4	3	-2	-25	-3	6.8*	1.4*
COc1ccc(C(=O)/C=C/N(C)C)cc1OC
 : .	-2	6	-8	5	-18	3	.	.
CCOC(=O)C1=C(C)NC(=O)NC1c1ccc(OC)c(Cl)c1 (configuration not stated)
 : 107	.	.	.	2	.	.	102	101
COc1ccc(S(=O)(=O)N2CCCC(C(=O)Nc3cccnc3)C2)cc1Cl (configuration not stated)
 : 96	-4	-4	9	11	5	11	104	80

Further structures:
Fields – Fibroblast inh	S1P2 ag	sEH act	sEH inh	PostGolgi ctrl	S1P2 blocker	PTPN22 act	HUVEC inhibit	H69AR growth 86K
CCNC(=S)NNC(=O)c1csc(CC)c1
 : 103	-2	-2	2	.	-12	-2	87	88
CN=C(Nc1ccc2c(c1)OCO2)SC1CC(=O)N(c2ccccc2)C1=O (configuration not stated)
 : 103	-6	7	-4	2	-18	6	102	78
CCOC(=O)CC(=O)CSc1nc2cc(C)ccc2cc1C
 : 87	-7	4	0	18	1	2	89	70
COc1cccc(-n2c(=O)[nH]cc(C(=O)Nc3ccc(NC(C)=O)cc3)c2=O)c1
 : 94	-3	2	2	-2	-9	0	99	106
Cc1ccc(OCCCn2cc(C#N)c3ccccc32)cc1
 : 104	-1	11	-8	.	-9	7	94	78
Cc1ccccc1Cn1nc(C)c(NC(=O)c2nc3n(n2)C(C(F)F)CC(C)N3)c1C (configuration not stated)
 : 105	-3	21	-21	16	13	4	96	86
O=C(CSc1nc2ccccc2c(=O)n1-c1ccc(F)cc1)NCc1ccco1
 : .	-4	-12	13	3	-17	-5	.	.
COCCn1nnnc1SCC(=O)c1ccc(F)cc1
 : 102	-4	1	2	3	-2	29	101	90
CC(CNS(=O)(=O)c1cc(Cl)ccc1Cl)CN(C)C (configuration not stated)
 : 106	-3	-6	5	13	6	-2	101	95
COc1cccc2c(=O)cc(C)n(CC(=O)Nc3ccccc3C)c12
 : 97	-3	-4	5	7	-21	-13	107	90

Next records follow.
Fields – Fibroblast inh	S1P2 ag	sEH act	sEH inh	PostGolgi ctrl	S1P2 blocker	PTPN22 act	HUVEC inhibit	H69AR growth 86K
O=C(CCCC(=O)N(c1ccc2c(c1)OCCO2)C(C(=O)NC1CCCCC1)c1ccc(F)cc1)Nc1ccccn1 (configuration not stated)
 : .	-1	-3	5	1	6	0	.	.
Cc1occc1-c1nnc(SCC(=O)N2CCc3ccccc32)o1
 : 97	1	0	0	19	-14	-7	91	1.3*
CCOC(=O)C1(C)NC(c2ccco2)C2C(=O)N(c3ccc(C)cc3)C(=O)C21 (configuration not stated)
 : 101	-9	-8	11	.	1	-6	99	76
CSCCC(NC(N)=O)C(=O)NCc1ccccc1Cl (configuration not stated)
 : 101	-12	-38	38	-4	11	-5	96	91
Cc1cc(O)c(C(C)C)cc1NC(=O)c1cccc(Cl)c1
 : .	-3	2	-3	12	13	-4	.	.
CC(=O)N1CSCC1C(=O)N1CCN(c2ccc(N3CCOCC3)nn2)CC1 (configuration not stated)
 : 93	-2	5	-8	-5	16	4	95	91
COC(=O)Cc1cc(=O)n2[nH]c(C(F)(F)F)nc2n1
 : 95	-10	-3	2	6	6	-2	105	108
O=C(c1cc2n(n1)C(C(F)(F)F)CC(c1ccco1)N2)N1CCc2ccccc2C1 (configuration not stated)
 : 91	-3	-1	5	26	8	0	89	75
O=C(NCCSc1c[nH]c2ccccc12)c1ccco1
 : 94	-5	-6	5	6	15	-2	82	51
O=C(O)c1ccc2nc(CO)[nH]c2c1
 : .	-5	8	-10	20	-8	4	.	.

(more compounds)
Fields – Fibroblast inh	S1P2 ag	sEH act	sEH inh	PostGolgi ctrl	S1P2 blocker	PTPN22 act	HUVEC inhibit	H69AR growth 86K
CCN1CCCC1CNC(=O)Cn1cc2c(n1)CCC(C)C2 (configuration not stated)
 : 104	.	.	.	6	.	.	113	97
Cc1ccc(-c2cc(C(=O)Nc3ccccc3C)c3ccccc3n2)o1
 : 104	-9	6	-4	.	9	-11	99	85
COc1ccc(C2Nc3ccccc3C(=O)N2c2ccc(C)cc2)cc1Cn1nc(C)c([N+](=O)[O-])c1C (configuration not stated)
 : .	-6	-1	-1	9	16	0	.	.
Cc1ccc(OCC(=O)Nc2oc(-c3ccccc3)c(-c3ccccc3)c2C#N)cc1
 : 98	-2	2	-3	.	18	-8	75	28*
Cc1ccc2c(c1)nnn2C1CCN(S(=O)(=O)c2cccc(S(=O)(=O)N(C)C)c2)CC1
 : 91	-6	8	-8	6	28	-3	84	71
Cn1c(=O)n(CCOc2ccccc2Cl)c2ccccc21
 : 97	-6	-14	12	11	24	3	91	86

3 records picked at random from the list so far, as already listed:
Fields – Fibroblast inh	S1P2 ag	sEH act	sEH inh	PostGolgi ctrl	S1P2 blocker	PTPN22 act	HUVEC inhibit	H69AR growth 86K
CCN1CCCC1CNC(=O)Cn1cc2c(n1)CCC(C)C2 (configuration not stated)
 : 104	.	.	.	6	.	.	113	97
O=C(c1ccc(N2CCN(C3CC(=O)N(c4ccc(F)cc4)C3=O)CC2)cc1)c1cccnc1 (configuration not stated)
 : 98	-3	6	-7	-11	-28	8	92	98
CCOC(=O)C1=C(C)NC(=O)NC1c1ccc(OC)c(Cl)c1 (configuration not stated)
 : 107	.	.	.	2	.	.	102	101

High-throughput results: PubChem, several laboratories

An excerpt; the hit share may differ from the screen's.
